Screens as filed in PubChem.
GLD-1 TGE inh = GLD-1-TGE RNA interaction inhibition (C. elegans). Q17339. purified GLD-1 + fluorescein TGE RNA, fluorescence polarization. inhibition, % at 5.96 µM. 320,000 compounds, 0.44% hits. AID 2280;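 active means percent inhibition above a per-plate cutoff, the plate mean of test compounds plus 3 SD, cut at about 30% in these data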;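 further: 0% = DMSO wells with GLD-1 and probe and 100% = wells lacking GLD-1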
BCLXL inh = blocks human Bcl-xL binding to Bim BH3 peptide; Q07817; GST-Bcl-xL / FITC-Bim BH3 peptide fluorescence polarization; inhibition, % at 10.9 µM; 320,000 compounds, 0.7% hits; AID 2129;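 active means inhibition above the mean of all tested compounds plus 3 SD, cutoff set per campaign, cut at about 30% in these data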;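 further: 0% = DMSO wells and 100% = unlabeled Bim-BH3 peptide competitor; inhibitors lower millipolarization by displacing the labeled peptide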
Target sequence (Q07817 whole entry, looked up): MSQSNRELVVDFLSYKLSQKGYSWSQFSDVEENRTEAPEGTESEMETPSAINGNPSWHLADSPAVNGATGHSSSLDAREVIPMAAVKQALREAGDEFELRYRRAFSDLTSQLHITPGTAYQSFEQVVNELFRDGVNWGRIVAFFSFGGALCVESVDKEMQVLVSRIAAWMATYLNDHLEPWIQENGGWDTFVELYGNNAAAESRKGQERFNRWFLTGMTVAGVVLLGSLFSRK
VLA-4 inh = inhibition in a human VLA-4 binding assay; 330,000 compounds, 0.2% hits; VLA-4 expressing cells, ligand binding flow cytometry; P13612; inhibition, % (about 7 µM as worked out from the volumes in the protocol); AID 2557; in the data active means inhibition above about 50%
GRK2 aptamer HTS = blocks RNA aptamer binding to human GRK2 | P25098 | bead flow cytometry, FAM-aptamer displacement from GRK2 | inhibition of aptamer binding, % at 10 µM | 330,000 compounds, 0.59% hits | AID 488847;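 active means inhibition of aptamer binding above 40%, roughly 3 SD of noise, on plates passing a quality check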;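 further: median bead fluorescence of bound FAM aptamer so fluorescent compounds give negative values; no value below 0 was filed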
MCL1 BIM primary = inhibitors of human MCL1 binding to BIM-BH3 peptide. AID 2057. GST-MCL1 / FITC-Bim-BH3 fluorescence polarization. Q07820. inhibition, % at 10.9 µM. 320,000 compounds, 0.68% hits;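 active means inhibition above the mean inhibition of all tested compounds plus 3 SD, set per campaign, cut at about 40% in these data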;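 further: 0% = DMSO wells and 100% = unlabeled Bim-BH3 peptide control; higher means more loss of mP so more displacement of Bim peptide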
Target sequence (Q07820 whole entry, looked up): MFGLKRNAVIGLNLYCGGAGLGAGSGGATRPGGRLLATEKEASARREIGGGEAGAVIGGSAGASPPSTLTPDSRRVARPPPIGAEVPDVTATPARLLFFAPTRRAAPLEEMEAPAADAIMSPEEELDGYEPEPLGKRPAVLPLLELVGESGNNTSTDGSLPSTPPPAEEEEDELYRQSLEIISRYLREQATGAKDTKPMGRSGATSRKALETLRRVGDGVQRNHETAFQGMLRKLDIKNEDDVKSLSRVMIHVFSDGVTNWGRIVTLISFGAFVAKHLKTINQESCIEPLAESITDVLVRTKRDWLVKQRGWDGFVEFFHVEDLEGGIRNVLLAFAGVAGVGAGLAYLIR
MEX-5 binding = C. elegans MEX-5 TCR-2 RNA binding activity. MEX-5/FITC-TCR2 RNA binding, fluorescence polarization; stronger effect = lower value. 300,000 compounds, 0.38% hits. activity score (negative = inhibition of binding), % at 10 µM. Q9XUB2;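 active means inhibition past about -25% in most replicates, and total fluorescence under double the plate's negative control median, limit read from the data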;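 further: 0% = DMSO and -100% = 5 µM competing unlabeled TCR2 RNA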
Target sequence (Q9XUB2 whole entry, looked up): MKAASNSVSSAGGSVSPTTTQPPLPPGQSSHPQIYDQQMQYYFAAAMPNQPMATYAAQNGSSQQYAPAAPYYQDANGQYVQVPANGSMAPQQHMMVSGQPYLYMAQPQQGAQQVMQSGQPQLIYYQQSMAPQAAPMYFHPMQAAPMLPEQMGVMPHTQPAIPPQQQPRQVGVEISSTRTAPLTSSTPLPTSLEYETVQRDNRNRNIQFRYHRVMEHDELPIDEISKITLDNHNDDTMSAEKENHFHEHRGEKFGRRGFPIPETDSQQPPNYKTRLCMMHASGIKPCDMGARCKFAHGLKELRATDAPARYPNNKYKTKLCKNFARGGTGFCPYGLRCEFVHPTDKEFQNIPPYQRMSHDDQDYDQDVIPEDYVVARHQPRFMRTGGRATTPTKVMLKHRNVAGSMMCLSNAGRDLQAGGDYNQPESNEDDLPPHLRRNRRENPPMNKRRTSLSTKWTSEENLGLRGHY
Fam108B inh = blocks mouse Fam108B hydrolase in RBBP9 counter-screen | recombinant Fam108B, FP-Rh probe fluorescence polarization | inhibition, % at 9.51 µM | 300,000 compounds, 0.33% hits | AID 1947;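 active means inhibition above the screen mean inhibition plus 3 SD, computed separately per campaign, cut at about 18% in these data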;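 further: inhibitors lower polarization as less probe binds the enzyme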
PME-1 primary = PME-1 (human) inhibition; Q9Y570; recombinant PME-1, FP-Rh probe fluorescence polarization; inhibition, % at 5.9 µM; 320,000 compounds, 0.53% hits; AID 2130;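 active means inhibition above the campaign mean of all compounds plus 3 SD, cut at about 26% in these data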;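 further: competitive labeling of PME-1 active site by serine hydrolase directed probe; 0% = PME-1 with DMSO and 100% = wells lacking PME-1 enzyme; inhibitors block probe labeling so polarization falls and inhibition rises; many of its hits are not listed in these tables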
Efflux pump inh = blocks antifungal efflux pumps in multiplex yeast assay; S. cerevisiae Candida pump triplex, Nile Red efflux; inhibition, % at 10 µM; 330,000 compounds, 0.44% hits;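 active means plate passing quality check with inhibition over a set limit, or well fluorescence over plate mean plus 4 SD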;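 further: Nile Red retained in pooled yeast measured as flow cytometry median fluorescence; 0% = buffer negative control and 100% = Enniatin B positive control; higher means more Nile Red kept so more efflux inhibition; some compounds called inactive have numbers as strong as hits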
* = called active by the depositor; / = not tested or not shown.

molecule	VLA-4 inh	Fam108B inh	GLD-1 TGE inh	PME-1 primary	MCL1 BIM primary	MEX-5 binding	GRK2 aptamer HTS	BCLXL inh	Efflux pump inh
Cn1c(=O)oc2cc(S(=O)(=O)NCc3ccco3)ccc21	-12	0	2	3	6	-1.1	2	6	0.0
Cc1cnc(C(=O)NC2CC(C)(C)Cc3c2cnn3-c2ccccc2)cn1 (stereo unspecified)	-15	2	-1	6	11	0.6	3	6	1.2
CCn1nc(C)c(CN2CCC(C(=O)Nc3cccc(-c4cccc(Cl)c4)c3)CC2)c1C	-3	-2	-2	-3	-4	/	0	-1	0.2
CCN1CCCC1CNC(=O)CS(=O)(=O)Cc1nc(-c2ccccc2C)oc1C (stereo unspecified)	6	1	2	3	5	-0.6	0	5	0.1
COc1ccccc1NC(=O)COc1ccc(Br)cc1CO	-5	1	-2	-175	-1	0.1	0	2	-0.1
CCOC(=O)c1c(C)[nH]c(C)c1S(=O)(=O)N(C)CC(=O)Nc1cc(C)ccc1OC	10	4	-4	26*	-1	1.4	0	4	-0.1
CC(OC(=O)CCSc1ccccc1)C(=O)Nc1ccc(S(N)(=O)=O)cc1 (stereo unspecified)	-4	-1	2	0	-2	0.4	0	1	0.0
Cc1ccc(S(=O)(=O)N2CCCCC2C(=O)Nc2ccc(N(C)C)cc2)cc1 (stereo unspecified)	4	/	2	/	/	/	0	/	0.1
CC(C)N(C(=O)CSc1nc2ccccc2n1Cc1ccccc1)C(C)C	-1	-3	-1	9	0	2.2	0	-2	-0.1
CCOCCCn1c(=O)c(NC(=O)c2ccc(OCC)cc2)c2n(c1=S)CCCCC2	6	-1	-7	0	-6	1.2	0	-4	0.0
CCCCOc1ccc(C(=O)NCC(=O)NCc2ccccn2)cc1	28	-3	9	0	11	2.6	0	2	-0.1
O=C(OCc1ccccc1)c1cccc(-c2nnn(Cc3ccccc3)n2)c1	15	-1	3	-7	1	1.1	2	-6	0.0
O=C(c1cc2ccccn2n1)N1CCN(c2ccccn2)CC1	-12	0	-1	-4	0	-2.8	6	4	0.0
Cc1ccc(-c2nc(N)sc2CC(=O)OCC(=O)NCCC(C)C)cc1	-17	7	9	-5	4	1.4	1	4	0.3
Cn1c(SCc2ccc(Br)cc2)nnc1-c1ccncc1	9	-3	3	6	-3	-2.5	2	6	-0.1
COc1ccc(C(=O)NCC(=O)N/N=C/C(C)=C/c2ccco2)cc1OC	13	-2	4	-5	3	-0.6	1	6	-0.5
CNC(=O)c1cccn1-c1ccsc1C(=O)OC	24	-1	6	9	3	1.6	0	1	-0.2
CC(=O)N(C)N1c2ccccc2CCc2ccccc21	3	3	-1	3	7	0.2	4	2	0.0
COc1ccc(-c2cnnc(N/N=C/c3ccc(O)c(O)c3)n2)cc1	-20	12	3	29*	26	-6.2	2	11	0.1
O=C(Cc1nc2ccccc2[nH]1)c1ccc(Cl)cc1	-9	-2	-5	-5	-4	5.3	3	-4	-0.1
COc1ccc2c(c1)C(c1ccc([N+](=O)[O-])cc1)=NNC(c1ccco1)=N2	4	2	-3	2	3	1.1	0	8	0.0
O=C(COC(=O)c1ccccc1NC(=O)c1ccccc1)c1ccc([N+](=O)[O-])cc1	6	1	-3	1	4	0.6	2	2	0.0
CC(=O)Nc1ccc(S(=O)(=O)N(Cc2ccccc2)c2ccccc2F)cc1	12	-6	-4	-7	5	2.8	0	7	0.1
c1ccc2cc(CN3CCOCC3)ccc2c1	8	2	-4	3	4	2.7	0	1	-0.1
CCOc1cc(C(=O)N2CCOCC2)ccc1OCc1ccccc1	2	4	3	-2	2	1.5	5	5	0.0
c1coc(CN=C2NC(=NCc3ccco3)c3ccccc32)c1	-6	1	2	4	2	1.4	0	7	-0.1
Nc1nnc(COc2ccccc2)s1	15	-3	4	-1	4	-0.4	0	3	-0.3
COc1ccccc1OCCNc1cc(N2CCCCC2)ccc1[N+](=O)[O-]	3	0	-5	-5	-2	3.0	0	2	0.0
Cc1ccc(C(C)C)c(OCC(=O)Nc2ccc(Cl)cn2)c1	-5	-5	-4	1	4	-1.8	1	5	0.2
CC(C)Cc1nnc(NC(=O)c2cc(S(=O)(=O)N(C)C)ccc2N2CCCC2)s1	-10	0	5	-2	1	-1.8	3	-2	0.1
O=C1OCCN1c1c(-c2ccccc2)c(-c2cccs2)nc2c(-c3ccccc3)cccc12	7	-11	7	-7	-5	0.9	0	0	0.1
COc1ccc2c(c1)Cc1sc(NC(=O)c3ccco3)nc1-2	1	9	4	20	13	1.3	2	8	0.0
CNC(=S)N1N=C(c2cccs2)CC1c1ccc(F)cc1 (stereo unspecified)	12	0	2	5	1	1.8	3	-5	0.9
Cn1nnnc1SCc1nc2scc(-c3ccc(Cl)cc3)c2c(=O)[nH]1	4	-2	-10	-16	-8	-14	0	-5	0.1
CC(=O)c1ccc(NS(=O)(=O)Cc2ccccc2)cc1	-10	1	-1	-6	-1	0.4	0	-11	0.0
COC(=O)c1ccc(NC(=O)CCC(=O)c2ccc(F)cc2)cc1	15	-1	3	-4	-8	3.4	0	1	0.0
COCCNC(=O)c1cccc(NC(=O)C2=C(C)OCCS2)c1	12	-3	0	0	-1	1.4	0	2	-0.1
O=C(Nc1ccccc1)c1cc(S(=O)(=O)N2CCCCC2)ccc1N1CCOCC1	19	/	4	1	-1	/	0	-1	0.0
Cc1nc(CN(C)C(=O)c2ccccc2OC2CCN(S(C)(=O)=O)CC2)cs1	8	1	6	9	4	-0.3	0	2	-0.2
CSc1ccc(C2C3(C#N)C(N)=NC4(OCCO4)C23C#N)cc1 (stereo unspecified)	1	-1	5	-4	3	1.7	3	3	-0.1
COC(=O)C(Cc1c[nH]c2ccccc12)NC(=O)c1ccccc1Br (stereo unspecified)	22	2	6	7	-1	2.3	1	-4	0.0
CCOC(=O)N1CCC2(CC1)C(C#N)=C(N)Oc1n[nH]c(C)c12	5	2	0	3	5	-0.6	4	4	0.2
O=C1NCCc2c1[nH]c1ccccc21	-2	-1	3	2	1	0.5	3	2	-0.1
O=S(=O)(c1ccccc1)c1nnn2c1nc(NC1CCN(Cc3ccccc3)CC1)c1cc(Cl)ccc12	20	-8	-2	-3	-5	4.2	0	-5	-0.1
CC1CCN(CCOCCOc2ccc(Br)cc2Cl)CC1	0	1	8	11	-1	-0.4	1	3	0.1
CN1CCN(C(=S)Nc2cc(S(=O)(=O)N3CCOCC3)ccc2Cl)CC1	-1	-1	3	3	7	-1.7	2	1	0.1
COc1cccc(CNS(=O)(=O)c2ccc(N3CCCC3=O)cc2)c1	6	-7	-7	1	-20	-3.3	0	-9	0.0
Cc1ccc(NC(=O)CN(C)C(=O)C2COc3ccccc3O2)cc1 (stereo unspecified)	-9	-3	8	2	-13	0.3	0	-14	0.0
Oc1ccc(-c2cccc(-c3ccc(O)cc3)n2)cc1	-1	-1	3	12	5	-1.6	2	2	-0.1
CC(C)N(Cc1cc2ccccc2[nH]c1=O)C(=O)c1ccco1	19	2	-3	-2	7	-0.1	3	4	-0.1
COc1ccc(OC)c(S(=O)(=O)Nc2cc(C(=O)O)ccc2N2CC3CC(C2)c2cccc(=O)n2C3)c1 (stereo unspecified)	-5	-2	6	9	-2	3.6	0	-1	-0.1
Cc1ccc(-n2nnnc2SCC(=O)Nc2ccc3c(c2)OCCO3)cc1C	1	-10	3	-4	2	0.9	0	3	-0.2
O=C(c1ccco1)N1CCN(C(=O)c2cccs2)CC1	17	0	1	2	-4	-4.4	1	3	0.0
CC1CCCC(C)N1C(=O)C1CC(c2ccc(F)cc2)=NO1 (stereo unspecified)	9	0	7	1	6	0.1	2	2	0.1
C=CCOc1cccc(C2/C(=C(\O)c3ccc4c(c3)OCCO4)C(=O)C(=O)N2CCN2CCOCC2)c1 (stereo unspecified)	14	3	3	3	8	2.3	0	6	0.0
O=C(Nc1ccncc1)Nc1ccncc1	-1	2	1	4	1	3.8	2	-2	0.0
COCCn1c(-c2cccs2)nc2nc3ccccc3nc21	5	2	2	0	-1	-5.0	25	4	0.4
Cc1ccc(C(=O)CCC(=O)NCc2ccccc2)cc1	-11	0	9	3	7	-0.1	0	4	-0.1
O=C(Oc1cccc(NC2=NS(=O)(=O)c3ccccc32)c1)c1cccnc1	-2	-5	-1	-3	-5	-1.2	2	3	0.4
O=c1[nH]c2ccc(F)cc2[nH]c1=O	-3	3	-3	-1	5	-1.8	0	2	0.1

Following part.
molecule	VLA-4 inh	Fam108B inh	GLD-1 TGE inh	PME-1 primary	MCL1 BIM primary	MEX-5 binding	GRK2 aptamer HTS	BCLXL inh	Efflux pump inh
COc1cc(C(=O)N(CCCO)Cc2cc3ccc(C)c(C)c3[nH]c2=O)cc(OC)c1OC	3	0	4	-13	4	0.1	4	5	-0.1
COc1cccc(CN2CCNC(=O)C2CC(=O)NC2CCOCC2)c1OC (stereo unspecified)	-29	0	8	-2	7	-5.3	0	8	0.1
CCOc1ccccc1NC(=O)C1Cc2ccccc2CN1S(C)(=O)=O (stereo unspecified)	-8	3	3	1	-2	0.7	0	2	-0.1
CC(=O)c1sc(N/N=C\c2ccc(Br)cc2)nc1C	-6	1	-56	27*	-40	-0.1	0	-13	0.0
CC(=O)c1ccc(N2CCN(C(=O)CN(C)S(=O)(=O)c3cnc[nH]3)CC2)cc1	-10	3	1	-6	6	-1.2	0	5	0.0
COc1ccc(NC(=O)CC2C(=O)N(c3ccc(OC)cc3)C(=O)N2Cc2ccc(OC)c(OC)c2)cc1 (stereo unspecified)	-24	0	3	3	1	1.8	1	2	-0.2
CN1C(C(=O)NCc2ccco2)CC2Cn3c(nc4cc5ccccc5cc43)C21 (stereo unspecified)	-8	2	-3	5	6	-0.6	0	-2	0.3
CCc1ccc(NC(=O)C2CCN(c3ncnc4c3nc3n4CCCCC3)CC2)cc1	-91	-3	0	0	-2	0.7	1	-2	0.2
NS(=O)(=O)c1ccc(CNC(=O)c2cnccn2)cc1	4	0	1	2	6	0.1	0	5	-0.1
CCOC(=O)/C(C(=O)Nc1ccccc1Br)=C1/NC(C)(C)Cc2ccccc21	7	-5	1	0	-1	0.1	1	-2	0.1
COc1cccc(C(=O)Nc2cccc3cccnc23)c1OC	1	-6	2	-8	2	-0.6	2	0	0.3
CNC(=O)c1ccc(-c2sc3nc(N4CCOCC4)c4c(c3c2N)CC(C)(C)OC4)o1	-6	4	5	-28	11	-0.6	0	7	0.1
CN(C)Cc1c(C(=O)N/N=C/c2cccc(OCc3c(F)cccc3Cl)c2)nnn1-c1nonc1N	12	0	-1	-7	-6	-0.1	2	-6	-0.2
CC(COc1ccccc1)N1CCC(CO)(CCc2ccccc2)CC1 (stereo unspecified)	3	1	1	2	5	0.3	1	3	0.0
COc1ccc(C)cc1N(CC(=O)N/N=C/c1ccccc1C(=O)O)S(=O)(=O)c1ccccc1	8	-4	3	1	2	1.8	0	-6	0.1

The list is partial. The share of hits here may be higher or lower than overall.
